M1 PAM parental – nonselective activator or artifact in parental CHO-K1 calcium assay | ATP EC20, Fluo-8 calcium fluorescence; 0% at ATP EC20, 100% at ATP max | activation, % at 3 µM | 360,000 compounds, 0.02% hits | AID 602247;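 active means activation above the run cutoff, the mean activation of all test compounds plus 3 SD, cut at about 40% in these data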;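 further: peak over basal fluorescence ratio in a 140 s read after ATP addition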
M5 ag – CHRM5 agonism in calcium assay. P08912. CHO-K1 hM5 cells, Fluo-8 calcium fluorescence; 0% DMSO wells, 100% maximal acetylcholine response. activation, % at 3 µM. 360,000 compounds, 0.19% hits. AID 624037;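 active means activation above the run's mean over test compounds plus 3 SD, cut at about 23% in these data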;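 further: signal is peak over basal fluorescence ratio across the kinetic read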
Target sequence (P08912 whole entry, looked up): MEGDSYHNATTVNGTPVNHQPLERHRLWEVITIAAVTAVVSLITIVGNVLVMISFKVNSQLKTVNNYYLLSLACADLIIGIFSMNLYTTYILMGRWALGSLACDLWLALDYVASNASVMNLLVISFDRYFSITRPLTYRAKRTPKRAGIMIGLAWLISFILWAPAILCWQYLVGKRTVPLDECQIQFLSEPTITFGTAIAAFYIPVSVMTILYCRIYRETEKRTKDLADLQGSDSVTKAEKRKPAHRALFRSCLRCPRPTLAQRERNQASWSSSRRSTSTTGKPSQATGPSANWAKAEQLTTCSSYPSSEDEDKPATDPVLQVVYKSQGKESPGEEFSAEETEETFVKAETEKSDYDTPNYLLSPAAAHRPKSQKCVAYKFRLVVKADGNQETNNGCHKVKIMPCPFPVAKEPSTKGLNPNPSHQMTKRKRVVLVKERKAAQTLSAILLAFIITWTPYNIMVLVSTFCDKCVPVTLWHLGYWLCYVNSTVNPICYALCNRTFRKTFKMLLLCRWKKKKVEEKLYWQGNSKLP
CHO-K1 Ca ag – counter-screen for M1 agonists: effect in parental CHO-K1 cells; Fluo-8 calcium fluorescence; scaled to maximal ATP response, vehicle zero; activation, % at 3 µM; 360,000 compounds, 0.48% hits; AID 602248; in the data active means activation above about 15%;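 further: untransfected CHO-K1 host cells lacking M1 receptor as counterscreen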
M4 antag – blocks acetylcholine activation of human M4 receptor; P08173; AID 624125; inhibition, % at 3 µM; 360,000 compounds, 0.73% hits; CHO-hM4 cells, ACh EC80, Fluo-8 calcium fluorescence;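 active means inhibition above its plate's cutoff, the mean inhibition of sample wells plus 3 SD, cut at about 27% in these data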;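 further: 0% = acetylcholine EC80 with DMSO and 100% = DMSO without agonist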
Target sequence (P08173 whole entry, looked up): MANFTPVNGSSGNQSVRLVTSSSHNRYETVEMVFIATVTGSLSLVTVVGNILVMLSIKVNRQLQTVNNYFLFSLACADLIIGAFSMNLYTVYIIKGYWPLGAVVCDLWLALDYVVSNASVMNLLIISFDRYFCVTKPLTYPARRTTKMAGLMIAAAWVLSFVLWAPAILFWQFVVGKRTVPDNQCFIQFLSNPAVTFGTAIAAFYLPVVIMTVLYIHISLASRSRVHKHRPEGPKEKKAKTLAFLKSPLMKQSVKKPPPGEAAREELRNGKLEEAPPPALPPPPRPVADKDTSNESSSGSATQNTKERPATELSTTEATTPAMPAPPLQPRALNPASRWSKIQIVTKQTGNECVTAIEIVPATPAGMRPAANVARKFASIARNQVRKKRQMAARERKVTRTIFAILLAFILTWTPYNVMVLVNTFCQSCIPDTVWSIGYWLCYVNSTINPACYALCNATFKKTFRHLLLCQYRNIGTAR
CHRM5 antagonist – CHRM5 antagonism in calcium assay. CHO-hM5 cells, Fluo-8 calcium fluorescence, ACh EC80. inhibition, % at 3 µM. P08912. 360,000 compounds, 0.59% hits;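 active means inhibition above a per-plate cutoff, the mean of that plate's test compounds plus 3 SD, cut at about 27% in these data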;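 further: 0% = acetylcholine EC80 with DMSO and 100% = DMSO without agonist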
CHRM4 agonist – CHRM4 agonism in calcium assay | CHO-K1 hM4/Gqi5, Fluo-8 calcium fluorescence; vehicle 0%, full acetylcholine response 100% | activation, % at 3 µM | 360,000 compounds, 0.14% hits | AID 624127;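 active means activation above the run mean over all test wells plus 3 SD, cut at about 32% in these data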;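 further: peak over basal fluorescence ratio per well then scaled between controls; 0% = DMSO wells and 100% = acetylcholine at EC100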
CHO-K1 Ca antag – M1 antagonist counterscreen hit in parental CHO-K1 cells | ATP-induced calcium, Fluo-8 fluorescence | inhibition, % at 3 µM | 360,000 compounds, 0.6% hits;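 active means inhibition above a per-plate cutoff, the plate's mean sample inhibition plus 3 SD, cut at about 24% in these data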;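 further: 0% = DMSO plus EC80 ATP and 100% = DMSO alone without ATP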
M5 PAM – potentiates acetylcholine response at human M5 receptor | activation, % at 3 µM | AID 624038 | 360,000 compounds, 0.3% hits | CHO-K1 hM5, Fluo-8 calcium, ACh EC20 PAM; 0% = ACh EC20, 100% = ACh EC100;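 active means activation above the run cutoff, the mean activation of all test compounds plus 3 SD, cut at about 18% in these data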
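Test system: CHO-K1 hM5 cells / Doses: single-point, 3 µM nominal / Times: Post-acetylcholine fluorescence recording 140 s / Technique: Fluo-8 calcium fluorescence / Measure: Max/basal fluorescence ratio as % of EC20–EC100 ACh window / Benchmarks: low control EC20 acetylcholine (0%), high control EC100 acetylcholine (100%) / Replicates: one well per compound, no replicates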
CHRM4 PAM – CHRM4 positive allosteric modulation; activation, % at 3 µM; AID 624126; 360,000 compounds, 0.4% hits; CHO-K1 hM4/Gqi5, Fluo-8 calcium fluorescence, ACh EC20; 0% = ACh EC20, 100% = maximal ACh; P08173;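 active means activation above its plate's cutoff, the mean activation of sample wells plus 3 SD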; further: some results filed as inactive read as strong as hits
Starred values were filed as active, the others as inactive.

The opening two records, to show the layout:
SMILES	M1 PAM parental	M5 ag	CHO-K1 Ca ag	M4 antag	CHRM5 antagonist	CHRM4 agonist	CHO-K1 Ca antag	M5 PAM	CHRM4 PAM
Cc1c(Cl)cc(-n2cnnn2)cc1[N+](=O)[O-]	-5.6	0.3	0.9	-4.0	-12.6	1.6	-0.8	4.6	-7.5
Cc1nc(N)c(C#N)c(-c2cccnc2)c1-c1ccccc1	15.2	-3.0	0.3	-3.5	1.1	0.9	-13.3	2.6	-0.5

Results, repeating the preview:
SMILES	M1 PAM parental	M5 ag	CHO-K1 Ca ag	M4 antag	CHRM5 antagonist	CHRM4 agonist	CHO-K1 Ca antag	M5 PAM	CHRM4 PAM
Cc1c(Cl)cc(-n2cnnn2)cc1[N+](=O)[O-]	-5.6	0.3	0.9	-4.0	-12.6	1.6	-0.8	4.6	-7.5
Cc1nc(N)c(C#N)c(-c2cccnc2)c1-c1ccccc1	15.2	-3.0	0.3	-3.5	1.1	0.9	-13.3	2.6	-0.5
CC(=Nc1ccccc1)C1=C(O)C(Cc2ccc(F)cc2)NC1=O (centres undefined)	-6.6	-2.4	0.6	0.7	8.2	0.6	2.0	-6.1	-6.9
C[C@]12c3[nH]c4ccccc4c3CCN1C(=O)C(CC(=O)NCCCn1ccnc1)C[C@@H]2C(=O)N1CCCCC1 (some centres undefined)	-11.5	-0.7	-0.5	-14.2	1.5	0.0	4.3	-2.3	4.8
Cc1cc(S(=O)(=O)Nc2ccc3ccccc3c2)c(C)s1	0.8	-3.9	1.4	17.2	-1.2	3.1	-3.2	-7.5	-14.6
CC(C)c1c(C(=O)N/N=C/c2ccccc2OCc2c(F)cccc2Cl)nnn1-c1nonc1N	11.6	-1.3	0.8	2.8	-0.1	1.1	-14.5	1.4	0.9
CCN(CC)S(=O)(=O)c1ccc(NCC2COc3ccccc3O2)c([N+](=O)[O-])c1 (centres undefined)	-10.1	-4.0	0.9	8.1	13.0	3.7	18.1	-13.6	-13.2
CC(=O)Nc1c(C(=O)N2CCN(c3ccccn3)CC2)cnn1-c1ccc(C)cc1	18.7	3.3	4.2	8.5	12.8	5.8	-5.3	-10.4	-1.8
O=c1cc(CNC2CCCCC2)c2ccccc2[nH]1	16.3	-2.6	0.2	-5.2	-2.2	2.0	-12.6	-1.1	4.6
Cc1cc(-c2ccc(C(C)C)c(S(=O)(=O)N3CCN(c4ccccn4)CC3)c2)on1	26.7	-4.5	7.0	4.9	17.4	3.2	-17.0	-5.9	-6.3
Cc1sc(NC(=O)CSc2nnc(CCNC(=O)c3cccs3)n2C)nc1-c1ccccc1	5.7	-2.2	0.0	-2.6	12.0	0.4	-7.8	-5.5	1.1
O=C(c1ccc(S(=O)(=O)N2CCCCCC2)cc1)N1CCN(c2ccccc2)CC1	17.4	-3.0	0.6	-6.9	28.4*	-0.1	-14.7	-3.6	0.1
O=C(Cc1ccc(-c2ccccc2)cc1)NCc1ccccc1	-2.4	0.2	1.3	-12.4	-5.2	1.7	7.3	1.5	0.7
CC(C)[N+](C)(CCOC(=O)C1c2ccccc2Oc2ccccc21)C(C)C	0.3	-1.6	0.4	99.7*	98.5*	-0.1	12.0	-18.2	-17.8
COc1cccc2sc(Nc3nnc(-c4cccs4)o3)nc12	14.9	-1.9	0.4	12.2	11.6	1.7	6.1	-0.3	-0.6
CCc1ccccc1NC(=O)c1ccc(Cn2cc([N+](=O)[O-])cn2)cc1	15.6	7.2	4.9	-2.2	1.5	7.9	-3.4	-7.0	-8.7
OCC1OC(n2cnc3c(SCc4ccccc4)nc(F)nc32)C(O)C1O (centres undefined)	9.7	0.1	0.1	-5.9	0.7	3.7	-11.7	9.2	20.4
COc1ccc(S(=O)(=O)N2CCN(Cc3ccc(OC)c(OC)c3)CC2)cc1	-10.0	-1.7	0.1	-9.9	7.2	1.4	16.1	-0.7	-6.8
COc1ccc(C(=O)N/N=c2\oc3ccccc3cc2C(N)=O)cc1	19.1	0.0	0.5	-10.8	-3.4	1.4	-14.4	5.4	19.8
O=C(C[C@H]1C/C=C\C[C@H](Cc2ccc(F)cc2)C(=O)O[C@@H](c2ccccc2)CNC1=O)NCCO	5.8	-0.4	0.3	-14.7	4.0	-0.1	-3.1	1.0	1.9
COc1ccc(-n2c(Cn3c(=O)sc4ccccc43)nnc2SCC(=O)N2CCCCC2)cc1	6.6	0.3	-0.2	-10.0	-1.3	-0.1	-0.4	6.6	7.1
CN(CC(=O)Nc1ccc(F)cc1)C(=O)c1ccccc1OCc1ccc(F)cc1	15.5	-2.4	2.8	-6.0	10.7	3.8	-10.6	-7.4	-3.4
CCOC(=O)CCNC(=O)N1CCCC(Cc2ccccc2)(C(=O)OCC)C1 (centres undefined)	-6.0	6.4	-0.3	-9.8	-7.0	0.1	5.5	12.0	-6.6
CCN(CC)C(=O)CNC(=O)c1nn(-c2ccc(OC)c(Cl)c2)c(=O)c2ccccc12	0.2	0.1	3.2	-1.7	4.9	7.5	-12.1	-9.6	-0.6
CCOC(=O)c1cnc(-n2nc(C)cc2C)nc1NNc1cc(C)nc(-c2ccccc2)n1	-10.2	5.2	-0.5	-9.6	2.1	0.4	4.7	0.8	16.4
COc1cccc(NC2=CC(=O)CC(C)(C)C2)c1	-12.7	1.9	-0.2	-1.3	0.3	-0.5	-5.1	-1.7	-8.1
Cc1c(NC(=O)[C@@H](NC(=O)c2ccc(Cl)c([N+](=O)[O-])c2)C(C)C)c(=O)n(-c2ccccc2)n1C	2.3	1.8	0.1	-0.5	5.8	0.4	4.2	6.0	1.7
O=C(NC1=NCCS1)c1ccccc1Cl	13.5	6.7	0.1	-8.8	-4.3	2.0	-5.6	3.2	-1.6
C#CCN1C(=O)C(O)(c2c(C)[nH]c3ccccc23)c2ccccc21 (centres undefined)	-6.4	1.9	0.6	-12.8	-7.3	2.9	-2.0	3.7	-0.2
COc1ccc(N2C(=O)C(CC(=O)Nc3ccccc3)N(Cc3ccccn3)C2=S)cc1 (centres undefined)	9.6	2.9	3.9	9.9	1.2	11.2	-7.9	2.8	-9.4
Cc1c(N(C)C(=O)c2ccco2)c(=O)n(-c2ccccc2)n1C	-6.5	-5.4	3.0	2.8	4.9	-0.2	-6.0	8.0	-0.2
CNC(=S)N/N=C/c1cccc(OCc2ccccc2F)c1	7.4	-2.0	7.9	6.1	7.5	4.8	3.8	-8.6	-14.8
CC1CCCC(=NNc2ccc3ccccc3n2)C1 (centres undefined)	4.8	2.9	-0.3	1.2	1.7	0.4	10.1	9.1	-2.2
Cc1ccc(C)c(C(=O)Nc2nc3ccccc3[nH]2)c1	10.1	-2.2	1.4	3.0	20.8	4.0	-10.2	-6.3	0.9
CC(=O)c1cc(F)ccc1OCC(=O)Nc1ccc2c(c1)OCO2	6.9	-0.4	0.7	-9.2	-1.4	4.0	-10.7	-1.0	7.6
Cc1cccc(C)c1-n1c(C)nn(-c2ncc(C(F)(F)F)cc2Cl)c1=O	-1.0	-6.7	-0.3	-18.4	4.0	0.5	-13.8	4.8	2.7
COc1ccc(CCNC(=O)C(=O)Nc2ccc3c(c2)OCCO3)cc1OC	-3.7	1.0	0.2	2.4	8.1	3.4	-13.1	-0.5	8.4
CCOc1ccc(S(=O)(=O)n2cnc3ccccc32)cc1	-2.2	3.2	-0.1	-10.0	11.9	0.3	-0.8	-6.0	1.6
O=[N+]([O-])c1ccc(OCC(O)CNCCNc2nccc(C(F)(F)F)n2)cc1 (centres undefined)	5.2	-2.2	4.7	-10.4	-0.1	7.5	-12.1	-7.2	-11.3
COc1ccc2[nH]cc(CCNS(=O)(=O)c3ccc(F)cc3)c2c1	1.3	-1.5	0.4	8.6	9.5	1.9	-6.9	-4.7	-12.6

Ordered by value in CHRM4 agonist (largest number first): 3 from the list above
smiles | M5 ag | M4 antag | CHRM5 antagonist | CHRM4 agonist | M5 PAM | CHRM4 PAM
O=C(NC1=NCCS1)c1ccccc1Cl | 6.7 | -8.8 | -4.3 | 2.0 | 3.2 | -1.6
COc1ccc2[nH]cc(CCNS(=O)(=O)c3ccc(F)cc3)c2c1 | -1.5 | 8.6 | 9.5 | 1.9 | -4.7 | -12.6
CCOc1ccc(S(=O)(=O)n2cnc3ccccc32)cc1 | 3.2 | -10.0 | 11.9 | 0.3 | -6.0 | 1.6

Continued.
SMILES	M1 PAM parental	M5 ag	CHO-K1 Ca ag	M4 antag	CHRM5 antagonist	CHRM4 agonist	CHO-K1 Ca antag	M5 PAM	CHRM4 PAM
CCO/N=C/C(=O)Nc1ccc(F)cc1F	15.8	2.8	1.2	-4.1	-6.2	0.2	2.1	2.1	-1.0
Cc1cc(C)c2nc(N3CCOCC3)c(C#N)cc2c1	-10.2	2.7	0.9	-2.1	3.9	-0.5	-13.9	4.2	-2.6
Cn1cc(CN2CCC(n3nccc3NC(=O)c3ccccc3Cl)CC2)cn1	-9.5	-3.9	-0.1	1.2	15.2	0.1	-4.1	-2.4	0.7
COc1ccc2oc(C(=O)OCC(=O)NCCc3ccc(S(N)(=O)=O)cc3)c(C)c2c1	7.5	0.0	2.2	-12.6	0.6	7.8	14.0	-8.3	10.7
Cn1nnnc1SC(C(=O)Nc1cccc(C(F)(F)F)c1)c1ccccc1 (centres undefined)	18.3	-4.8	1.4	9.0	12.9	1.0	-7.2	-8.9	-1.0
Cc1onc(C(=O)NC2CCCCC2)c1[N+](=O)[O-]	-18.1	-1.9	-0.5	3.7	0.2	-0.2	-10.7	-0.8	-5.2
CSC1=NCCN1C(=O)c1cccs1	12.0	2.5	-0.7	-5.7	-1.8	1.1	-10.9	-3.6	9.3
COc1ccc([N+](=O)[O-])cc1NC(=O)COC(=O)C1CC1	21.1	0.9	2.0	6.4	0.3	0.5	-19.2	7.1	-4.6
CN(C)c1ccnc(-n2cccc2/C=N/OCc2cccc(F)c2)c1C#N	4.3	-10.1	0.5	-2.2	-4.2	1.4	-7.0	-6.1	1.8
COc1ccc(-c2[nH]ncc2CN2CCC(N3CCSCC3)CC2)cc1F	10.1	-4.0	-0.1	-2.5	-6.5	1.4	1.6	-3.8	1.3
Nc1nc(=O)n(C2CC(O)C(CO)O2)cc1Cl (centres undefined)	9.2	6.1	-0.1	-6.2	-0.3	1.4	-2.6	-4.9	2.5
O=C(Cc1ccc(NC(=O)C2CCN(C(=O)C3CCC3)CC2)cc1)Nc1cccc(C(=O)N2CCCC2)c1	1.2	1.2	-0.1	-1.4	-7.4	-2.3	6.8	10.5	6.2
CCCOc1ccccc1NC(=O)c1c(-c2ccccc2)noc1C	31.4	-6.1	0.9	-8.4	-7.8	-2.5	-14.2	0.0	-2.3
COc1cc(NC(C)CCCNC(C)C)c2ncccc2c1OC (centres undefined)	15.9	-10.5	0.4	1.5	5.4	0.7	-9.7	0.9	5.2
CCCCSc1nnc([C@H](CC(C)C)NC(=O)OC(C)(C)C)o1	15.4	-1.6	0.3	-3.9	-2.4	0.1	5.6	0.4	13.0
CCOc1ccc(C2C(C#N)=C(N)Oc3cc(C)[nH]c(=O)c32)cc1OC (centres undefined)	4.6	-1.8	3.0	1.4	-9.5	0.4	-6.9	10.0	-3.5
Cc1cccc(NC(=O)c2ccc3c(c2)OCCO3)n1	14.8	-3.6	0.9	-15.9	-8.0	2.9	-9.7	6.8	13.0
Cc1ccc(S(=O)(=O)N2CCN(c3ncnc4c3cnn4-c3ccccc3)CC2)cc1	0.2	1.1	0.0	3.1	3.7	0.1	2.5	-2.8	-1.6
COc1ccc(NC(=O)CCNC(=O)C2CCN(S(=O)(=O)c3ccccc3)CC2)cc1OC	-3.1	3.7	0.0	-3.1	-2.3	0.3	5.5	0.6	1.4
